# MITF TRPM1 inh = MITF TRPM1 promoter inhibition in SK-MEL-5 cells | inhibition, % at 12.5 µM | actives 0.83% (n = 330,000) | SK-MEL-5 TRPM1 promoter luciferase, 24 h | AID 488899;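 active = mean inhibition across replicates of 60% or more, whatever share of single replicates reaches that level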; also: values of inactives mirror those of a sister screen read the other way
# CF NFkB block = blocks PAF-induced NF-kB reporter in cystic fibrosis cells; KKLEB NF-kB-GFP reporter, GFP fluorescence overnight; inhibition, % at 5 µM; actives 0.86% (n = 360,000); AID 588850;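 active = at least 50% inhibition at 5 µM, scaled per plate between neutral and stimulator controls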;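 also: PAF is a Pseudomonas aeruginosa culture filtrate used as stimulus; plate controls were PAF-stimulated DMSO wells for no effect and unstimulated DMSO wells for full effect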
# KKLEB cytotox = reduces viability of KKLEB cystic fibrosis airway cells; KKLEB CF airway cells viability, ATPlite luminescence, overnight; hits give low values; cells stimulated with P. aeruginosa culture filtrate; activity change (cytotoxicity), % at 5 µM; actives 0.36% (n = 360,000); AID 602141;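 active = corrected activity change at or below -50% at 5 µM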
# hiPSC survival = increases survival of single human iPS cells; hiPSC single-cell survival, ATPlite luminescence; 100% = ROCK inhibitor wells, 0% = DMSO; survival enhancement, % at 20 µM; actives 0.044% (n = 360,000); in the data active = survival enhancement above about 18%;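 also: cells exposed to compounds for 16 hours before the ATP read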
# Peg3 prom inh = reduces Peg3 promoter-driven luciferase expression in HeLa. HeLa PEG-Prom luciferase reporter, luminescence, overnight. actives 1.7% (n = 360,000). inhibition, % at 20 µM;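 active = inhibition of at least 50% at 20 µM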
# TWEAK-Fn14 inh = inhibitors of TWEAK-Fn14 interaction signaling; actives 2% (n = 360,000); TWEAK-stimulated Fn14 reporter cells, luciferase luminescence, 8 h; inhibition, % at 10 µM; AID 1159606; in the data active = inhibition above about 50%
# NR2E3 ag-1 = activates human photoreceptor nuclear receptor NR2E3; GST-NR2E3/biotin-RetCOR TR-FRET, 1536-well; inhibition of corepressor binding, % at 4.78 µM; actives 0.12% (n = 320,000); AID 2300;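 active = percent inhibition above the cutoff of mean plus 3 SD of all tested compounds, set per screening campaign, cut at about 20% in these data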;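 also: 0% = DMSO wells and 100% = biotin wells as full block of FRET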
# Target sequence (Q9Y5X4 whole entry, looked up): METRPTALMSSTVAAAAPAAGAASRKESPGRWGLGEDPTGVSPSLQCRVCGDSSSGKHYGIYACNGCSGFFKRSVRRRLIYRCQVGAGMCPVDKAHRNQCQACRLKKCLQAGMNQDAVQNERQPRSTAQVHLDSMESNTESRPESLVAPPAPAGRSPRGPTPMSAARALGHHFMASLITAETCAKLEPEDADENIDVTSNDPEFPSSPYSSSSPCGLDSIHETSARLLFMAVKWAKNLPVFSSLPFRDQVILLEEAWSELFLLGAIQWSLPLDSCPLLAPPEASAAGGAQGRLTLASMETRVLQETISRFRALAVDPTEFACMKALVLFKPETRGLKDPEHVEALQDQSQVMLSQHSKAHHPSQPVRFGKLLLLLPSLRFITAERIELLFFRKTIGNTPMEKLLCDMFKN
#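 Material: NR2E3–RetCOR corepressor complex / Incubation: Compound–protein incubation for 5 h at 4 °C / Dosing: compound at 4.8 µM, single dose / Detection: time-resolved FRET / Benchmarks: high control biotin, low control 0.6% DMSO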
# aDG glyco act = increases alpha dystroglycan glycosylation. Pro5-aDG cells, alpha-DG glycosylation AlphaScreen (IIH6); 0% Pro5, 100% B10-LARGE cell signal. activation, % at 10 µM. actives 0.22% (n = 360,000);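 active = activation of at least 8% versus controls, or a plate z-score of at least 8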;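 also: Pro5 are CHO cells carrying HIG-tagged alpha-DG that lacks glycosylation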
# Shn3 3UTR inh = Schnurri-3 reporter inhibition in Clone20 osteoblasts | Clone20 osteoblast Shn3 3'UTR firefly luciferase, 24 h | inhibition, % at 12.5 µM | actives 0.52% (n = 360,000) | AID 588674;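 active = mean inhibition of at least 75% with every replicate also reaching 75%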;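 also: 0% = median of neutral control wells and 100% = pilot-screen positive control compound; some compounds past the cut are filed as inactive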
# NR2E3 ag-2 = human photoreceptor-specific nuclear receptor agonism; inhibition of corepressor binding, % at 3.98 µM; Q9Y5X4; AID 602229; CHO-S Gal4-NCOR/VP16-NR2E3 two-hybrid, luciferase; actives 0.35% (n = 360,000);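 active = inhibition above the mean of all tested compounds plus 3 SD, cut at about 70% in these data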;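 also: 0% = DMSO with NR2E3 transfected cells and 100% = cells lacking NR2E3 construct; higher means lower luciferase signal from less NR2E3 corepressor binding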
# HIF-2a block = HIF-2a inhibition; 786-0 RCC cells HIF-2a reporter, luciferase luminescence, overnight; actives 0.72% (n = 360,000); inhibition, % at 18.8 µM;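 active = inhibition of the luminescence signal of 40% or more relative to plate controls, in a single-dose primary screen at 18.75 µM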
# * hit, by the source's call; · = no result given.
SMILES,MITF TRPM1 inh,CF NFkB block,KKLEB cytotox,hiPSC survival,Peg3 prom inh,TWEAK-Fn14 inh,NR2E3 ag-1,aDG glyco act,Shn3 3UTR inh,NR2E3 ag-2,HIF-2a block
Cc1nn(CCOc2cccc(Br)c2)c(C)c1[N+](=O)[O-],10,12,-11,-0.6,9,6,-1,0.3,-8,0,15
COc1ccc(-n2c(SCC(=O)Nc3ccccc3)nc3c(c2=O)SCC3)cc1,·,8,16,4.2,-2,-4,0,0.1,-16,-31,19
C[C@@H]1NS(=O)(=O)[C@H]2C[C@@H]3C=C[C@]2(O3)[C@H]1OC(=O)c1ccccc1Br,-3,5,-15,-1.5,6,-13,3,-0.1,-8,-17,14
Cc1ccc(-c2nn(-c3cccc(F)c3)cc2CNCCc2ccncc2)o1,-36,-9,0,-0.3,-75,5,3,0.2,-18,11,-36
COCCNC(=O)c1cc2oc3ccccc3c2n1C,-60,11,-4,2.1,-186,-16,-1,-0.1,-112,-76,-192
COc1ccc(S(=O)(=O)N2CCCOC2CNC(=O)C(=O)NCc2ccncc2)cc1 (stereo not drawn),1,17,8,0.2,1,-18,-2,0.2,3,-26,7
Cc1cccc2c(C(=O)Nn3cnnc3)cc(-c3ccccc3Cl)nc12,6,5,-5,-0.6,6,-13,0,0.3,-21,-22,17
Cc1cc(C)nc(NS(=O)(=O)c2ccc(NC(=O)C3CC(=O)N(c4ccccc4)C3)cc2)n1 (stereo not drawn),-31,9,-3,1.8,-19,-23,1,0.1,-6,-6,10
O=C(Nc1ccccc1SCC1CSc2nc3ccccc3c(=O)n21)c1ccccc1Cl (stereo not drawn),-11,5,-9,0.3,4,-45,1,0.8,8,19,5
CSc1ncc(Cl)c(C(=O)Nc2ccc(S(=O)(=O)Nc3nccc(C)n3)cc2)n1,-2,-7,5,0.8,14,6,5,0.0,6,-22,21

# An excerpt from above with just TWEAK-Fn14 inh, MITF TRPM1 inh and Shn3 3UTR inh:
canonical_smiles	TWEAK-Fn14 inh	MITF TRPM1 inh	Shn3 3UTR inh
COc1ccc(S(=O)(=O)N2CCCOC2CNC(=O)C(=O)NCc2ccncc2)cc1 (stereo not drawn)	-18	1	3
Cc1cccc2c(C(=O)Nn3cnnc3)cc(-c3ccccc3Cl)nc12	-13	6	-21

# Next part:
SMILES,MITF TRPM1 inh,CF NFkB block,KKLEB cytotox,hiPSC survival,Peg3 prom inh,TWEAK-Fn14 inh,NR2E3 ag-1,aDG glyco act,Shn3 3UTR inh,NR2E3 ag-2,HIF-2a block
COc1cc2c(C(=O)N3CCOCC3)c(CSc3ccccc3)n(C)c2cc1Br,12,7,-1,1.6,22,-3,-2,0.9,10,1,35
Cc1ccc(C)c2c1cc(C)c1nnc(SCC(=O)NCc3ccc4c(c3)OCO4)n12,-8,-13,2,-0.3,0,3,0,-0.1,-42,-14,9
CC1CC(NC(=O)c2cc3c(=O)n4ccccc4nc3n2C)CC(C)(C)C1 (stereo not drawn),-12,10,-11,0.2,-9,-4,2,0.8,-1,-18,1
CCOC(=O)c1ccc(NC(=S)N2CCN(Cc3ccccc3)CC2)cc1,4,11,3,2.1,-7,10,-3,0.1,6,-9,0
C#CCOCCOCCOCCNc1nc(N2CCOCC2)nc(N2CCN(C(=O)[C@H]([C@@H](C)CC)n3cc([C@@H](N)Cc4ccc(O)cc4)nn3)CC2)n1,-6,6,-15,-1.0,5,-11,3,0.0,-8,-5,7
CSc1cccc(N2C(=O)C3CCCN3C2=S)c1 (stereo not drawn),6,3,5,-0.2,-1,-13,4,-0.1,-1,-26,5
CS(=O)(=O)c1ccc(-c2nnc(NC(=O)c3ccc(S(=O)(=O)N4CCCC4)cc3)o2)cc1,-6,11,6,0.1,-3,0,-1,-0.1,-6,-18,2
CCOC(=O)C1CCN(CC(=O)Nc2c(C(=O)OC)[nH]c3ccc(Cl)cc23)CC1,40,3,-4,0.1,38,64*,3,2.3,69,7,7
CN(CCc1ccccc1)c1cc2c(c3c1ccn3C)C1CCC2C1 (stereo not drawn),·,0,-5,-0.7,-2,16,·,-0.4,5,-20,-7
CCCNC(=O)C1(C)CCCN(Cc2cccc(Oc3ccccc3)c2)C1 (stereo not drawn),·,3,-4,4.3,8,6,·,-0.2,-1,-16,8
Cc1cccc(CN(C)C[C@@H]2OCc3cnnn3CCCC(=O)N([C@H](C)CO)C[C@H]2C)c1,·,10,-9,-2.4,-8,3,·,0.4,-29,-10,14
COc1cccc(-c2ccc(=O)n(CC(=O)NCCN3CCOCC3)n2)c1,2,-3,5,3.7,9,-3,2,0.1,-16,4,10
NS(=O)(=O)c1ccc(CCNC(=O)c2cc([N+](=O)[O-])ccc2N2CCCCC2)cc1,4,0,-8,0.4,9,11,2,0.0,18,-11,23
COc1ncnc2c1cnn2-c1ccccc1,-46,5,-9,-2.4,-126,-10,1,0.0,-17,-25,-90
CC(=O)NCCNC(=O)C1(C)Cc2c(-c3cccc(C(N)=O)c3)ccnc2O1 (stereo not drawn),·,-22,3,6.9,-9,-11,·,-0.1,1,-1,2
CCOc1ccc(-n2c(SCC(=O)Nc3ccc(Br)cc3)nc3n[nH]c(C)c3c2=N)cc1,58,17,-32,0.3,33,-23,7,-0.7,56,-1,11
O=C(Nc1ccc(F)cc1)c1cc(-c2ccccc2)no1,-23,4,6,2.3,1,-50,-1,-0.4,9,-23,-8
OC(c1ccccc1)C(NCCNCc1ccccc1)c1ccccc1 (stereo not drawn),-12,-5,-19,-3.0,-4,11,·,1.0,3,12,-1
Cc1cccc2cc(COC(=O)c3cccs3)c(=O)[nH]c12,4,-12,2,0.1,-15,-2,-3,-0.3,6,-19,-8
C=CCc1ccc(OCCn2cncn2)c(OC)c1,2,-13,6,0.7,6,7,5,0.0,10,7,12
CCCc1nnc(SCC(=O)Nc2ccc(OCC)cc2)n1N,-3,-1,-4,10,3,100*,-1,0.2,12,-9,15
Cc1c(S(=O)(=O)N2CCN(c3cccc(Cl)c3)CC2)c(=O)n(C)c(=O)n1C,-1,-15,11,0.3,24,-10,0,0.0,-16,-20,8
Cn1c(CNC(=O)CCNC(=O)c2ccccc2F)cc(=O)n(C)c1=O,-6,-20,-8,1.8,-13,7,-2,-0.1,-5,-9,7
Cc1ccccc1OCC(=O)Nc1ccc(S(=O)(=O)N2CCOCC2)cc1,5,-10,6,-0.3,11,4,·,0.0,4,2,4
CCOC(=O)[C@@H](CCc1ccccc1)N[C@H](C)C(=O)N1[C@H](C(=O)O)C[C@@H]2CCC[C@@H]21,5,11,6,1.6,-1,4,0,0.1,-1,-6,8
O=C(CCc1nnc(COc2ccccc2)o1)NCCc1cccs1,1,-7,7,0.2,-4,3,1,-0.1,6,-21,15
Cc1cc(C)nc(NC(=O)c2ccc(COc3ccccc3Cl)cc2)c1,-15,-13,7,-0.8,-4,6,3,3.5,47,34,-61
Cc1nnc(NC2=NCCC2)o1,-4,2,2,-3.7,0,4,2,0.0,-1,-35,4
COc1ccc(CCNC(=O)COC(=O)c2cccs2)cc1OC,-9,-8,16,-0.1,-17,12,1,0.4,5,-17,14
COc1cc(F)ccc1-c1cc(C(=O)NCc2cccs2)[nH]n1,·,-34,6,1.6,-91,-15,·,0.1,0,-24,-160
Cc1cc(C(=O)CSc2nc(N)cc(=O)[nH]2)c(C)n1CCc1ccc(F)cc1,17,4,3,0.3,19,24,4,0.6,39,3,-12
COC(=O)c1c(C)[nH]c(C(=O)OCc2ccc(F)cc2)c1C,-111,5,-1,-1.7,-283,-43,1,-0.1,-70,-106,-317
O=C(NCCc1ccccc1)C(=O)Nc1ccc2c(c1)OCCO2,-32,-3,-2,0.1,-137,-7,3,-0.4,-28,-42,-101
COc1cccc(NC(=O)C(c2ccccc2)N2CCCC2)c1 (stereo not drawn),-7,-7,-7,-0.7,-16,-18,2,0.1,-11,14,3
O=C(NCCCN1CCCC1=O)c1cccc(N2CCCC2=O)c1,-12,-9,11,13,-3,-10,2,-0.2,-2,-2,16
COc1ccccc1NC(=O)C(=O)NNS(=O)(=O)c1ccc2ccccc2c1,7,24,-4,0.4,-14,-5,4,0.0,-26,-33,-14
Cc1cccc2c1CC(C)(C)NC2=C(C#N)C#N,-3,-8,-5,3.8,17,-7,1,-0.2,7,-23,19
O=C(NCc1ccccc1)C(c1ccc(F)cc1)N(C(=O)c1csnn1)C1CC1 (stereo not drawn),-9,-2,6,-0.2,11,12,5,0.0,-3,-13,10
COc1ccccc1N=C(C)C1=C(O)CSC1=O,-2,8,0,0.4,-37,6,-1,0.4,-1,-94,-19
CCOC(=O)N1CCC(NC(=O)C2CCN(C(=O)N3CC(C)Oc4ccccc43)CC2)CC1 (stereo not drawn),-5,-6,1,2.0,5,-14,3,-0.1,-12,-25,19
O=C(Cc1c(F)cccc1Cl)Nc1nccs1,-11,-6,27,0.4,4,-9,-1,-0.2,-30,-6,2
N#CC1=C(N)Oc2cc(N)ccc2C1c1cccc(F)c1 (stereo not drawn),6,3,-13,-0.8,33,41,0,-0.3,4,3,17
Cc1cc(C(c2ccc(C)o2)c2ccc(C)o2)c(O)c([N+](=O)[O-])c1,-16,-18,-12,-2.0,23,-6,-2,0.2,4,-1,3
COc1ccc(NC(=S)NCc2ccccn2)cc1OC,-9,9,3,-0.5,1,-3,-2,-0.2,-8,9,4
O=C(O)CC(Sc1n[nH]c(=S)s1)C(=O)O (stereo not drawn),10,-7,0,0.0,3,2,7,-0.1,-3,-25,16
CN(CC(=O)Nc1c(Cl)cccc1Cl)C(=O)C1CSC2(C)CCC(=O)N12 (stereo not drawn),1,0,1,-0.6,-3,-2,1,0.1,4,-9,16
CC(=O)N1C(C(=O)O)CSC1c1ccc(C)cc1 (stereo not drawn),-3,19,-5,-0.9,9,9,-2,0.1,-10,-26,11
COc1ccccc1/C=C(/NC(=O)c1ccccc1)C(=O)NCCN1CCOCC1,-7,-18,-2,-0.3,-2,14,1,0.0,-3,-6,11
C#CC[N+](CC)(CC)CC#Cc1cccc(Cl)c1,11,13,2,1.5,19,2,0,0.0,-5,-11,7
CCc1sc(C(=O)Nc2ccc(NC(C)=O)cc2)cc1C,-9,17,-5,1.8,-60,-20,3,-0.2,11,-24,-34
O=C(CCCCCNc1nc(=S)[nH]c2ccccc12)NCCc1ccccc1,-3,-2,-8,3.8,23,12,-2,0.0,-44,-1,25
CC(C)(C)N(Cc1ccccc1)C(=O)COC(=O)Cn1[nH]c(=O)c2ccccc2c1=O,·,5,-4,2.7,-8,-2,·,-0.4,-11,-1,19
CC(=Nc1cc(C(=O)c2ccccc2)ccc1N)C1=C(O)CC(C)(C)CC1=O,-30,-2,-3,-0.1,-111,1,-2,0.8,-50,-85,-118

# Entries of single compounds from above. Order of values: MITF TRPM1 inh, CF NFkB block, KKLEB cytotox, hiPSC survival, Peg3 prom inh, TWEAK-Fn14 inh, NR2E3 ag-1, aDG glyco act, Shn3 3UTR inh, NR2E3 ag-2, HIF-2a block
# CN(CC(=O)Nc1c(Cl)cccc1Cl)C(=O)C1CSC2(C)CCC(=O)N12 (stereo not drawn) is entered as 1, 0, 1, -0.6, -3, -2, 1, 0.1, 4, -9, 16
# O=C(CCCCCNc1nc(=S)[nH]c2ccccc12)NCCc1ccccc1 is entered as -3, -2, -8, 3.8, 23, 12, -2, 0.0, -44, -1, 25
